EBV LMP1 NFkB: inhibitors of Epstein-Barr LMP1-induced NF-kappaB reporter. LMP1-induced NF-kappaB luciferase reporter cells, luminescence. inhibition, % at 12.5 µM. actives 0.69% (n = 350,000); in the data active means inhibition above about 41%;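 further: 0% = neutral control wells and 100% = reference inhibitor control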
CF NFkB inh: cystic fibrosis NF-kB activation inhibition. KKLEB NF-kB-GFP reporter, PAF-induced, GFP fluorescence overnight. inhibition, % at 5 µM. actives 0.86% (n = 360,000). AID 588850;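 active means at least 50% inhibition at 5 µM, scaled per plate between neutral and stimulator controls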;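 further: PAF is a Pseudomonas aeruginosa culture filtrate used as stimulus; plate controls were PAF-stimulated DMSO wells for no effect and unstimulated DMSO wells for full effect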
Shn3 inh set2: Schnurri-3 reporter inhibition in Clone20 osteoblasts | Clone20 osteoblast Shn3 3'UTR firefly luciferase, 24 h | inhibition, % at 12.5 µM | actives 0.52% (n = 360,000) | AID 588674;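 active means mean inhibition of at least 75% with every replicate also reaching 75%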;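 further: 0% = median of neutral control wells and 100% = pilot-screen positive control compound; some compounds past the cut are filed as inactive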
KKLEB cytotox: CF airway cell cytotoxicity counter-screen; KKLEB CF airway cells viability, ATPlite luminescence, overnight; stronger effect = lower value; cells stimulated with P. aeruginosa culture filtrate; activity change (cytotoxicity), % at 5 µM; actives 0.36% (n = 360,000);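 active means corrected activity change at or below -50% at 5 µM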
TROY signal inh: blocks TROY-dependent signaling in reporter cells | inhibition, % at 10 µM | Q293 LMP1-TROYcd NF-kB luciferase reporter, 4 h | actives 0.98% (n = 360,000);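 active means compounds whose plate-normalised and pattern-corrected inhibition of the luciferase reporter signal at the single screening dose is 50% or more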
NCOA1 inh: inhibits human SRC1 coactivator | HEK293 GAL4-SRC1 luciferase reporter, luminescence | inhibition, % at 3.6 µM | actives 0.12% (n = 360,000) | AID 588354;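 active means inhibition above the campaign mean plus 3 SD, with each screening campaign given its own cutoff, cut at about 60% in these data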;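 further: 0% = DMSO treated cells and 100% = gossypol at 36 µM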
NCOA3 inh: inhibitors of human steroid receptor coactivator 3 (SRC3). HEK293 GAL4-SRC3 luciferase reporter, luminescence. inhibition, % at 3.6 µM. actives 0.17% (n = 360,000);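 active means inhibition above a per-campaign cutoff, the mean of all compounds plus 3 SD, cut at about 60% in these data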;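 further: 0% = DMSO-treated cells and 100% = gossypol-treated cells at 36 µM; higher means less SRC3-driven luciferase light from the GAL4 reporter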
Target sequence (Q9Y6Q9 whole entry, looked up, the tested form may be a part): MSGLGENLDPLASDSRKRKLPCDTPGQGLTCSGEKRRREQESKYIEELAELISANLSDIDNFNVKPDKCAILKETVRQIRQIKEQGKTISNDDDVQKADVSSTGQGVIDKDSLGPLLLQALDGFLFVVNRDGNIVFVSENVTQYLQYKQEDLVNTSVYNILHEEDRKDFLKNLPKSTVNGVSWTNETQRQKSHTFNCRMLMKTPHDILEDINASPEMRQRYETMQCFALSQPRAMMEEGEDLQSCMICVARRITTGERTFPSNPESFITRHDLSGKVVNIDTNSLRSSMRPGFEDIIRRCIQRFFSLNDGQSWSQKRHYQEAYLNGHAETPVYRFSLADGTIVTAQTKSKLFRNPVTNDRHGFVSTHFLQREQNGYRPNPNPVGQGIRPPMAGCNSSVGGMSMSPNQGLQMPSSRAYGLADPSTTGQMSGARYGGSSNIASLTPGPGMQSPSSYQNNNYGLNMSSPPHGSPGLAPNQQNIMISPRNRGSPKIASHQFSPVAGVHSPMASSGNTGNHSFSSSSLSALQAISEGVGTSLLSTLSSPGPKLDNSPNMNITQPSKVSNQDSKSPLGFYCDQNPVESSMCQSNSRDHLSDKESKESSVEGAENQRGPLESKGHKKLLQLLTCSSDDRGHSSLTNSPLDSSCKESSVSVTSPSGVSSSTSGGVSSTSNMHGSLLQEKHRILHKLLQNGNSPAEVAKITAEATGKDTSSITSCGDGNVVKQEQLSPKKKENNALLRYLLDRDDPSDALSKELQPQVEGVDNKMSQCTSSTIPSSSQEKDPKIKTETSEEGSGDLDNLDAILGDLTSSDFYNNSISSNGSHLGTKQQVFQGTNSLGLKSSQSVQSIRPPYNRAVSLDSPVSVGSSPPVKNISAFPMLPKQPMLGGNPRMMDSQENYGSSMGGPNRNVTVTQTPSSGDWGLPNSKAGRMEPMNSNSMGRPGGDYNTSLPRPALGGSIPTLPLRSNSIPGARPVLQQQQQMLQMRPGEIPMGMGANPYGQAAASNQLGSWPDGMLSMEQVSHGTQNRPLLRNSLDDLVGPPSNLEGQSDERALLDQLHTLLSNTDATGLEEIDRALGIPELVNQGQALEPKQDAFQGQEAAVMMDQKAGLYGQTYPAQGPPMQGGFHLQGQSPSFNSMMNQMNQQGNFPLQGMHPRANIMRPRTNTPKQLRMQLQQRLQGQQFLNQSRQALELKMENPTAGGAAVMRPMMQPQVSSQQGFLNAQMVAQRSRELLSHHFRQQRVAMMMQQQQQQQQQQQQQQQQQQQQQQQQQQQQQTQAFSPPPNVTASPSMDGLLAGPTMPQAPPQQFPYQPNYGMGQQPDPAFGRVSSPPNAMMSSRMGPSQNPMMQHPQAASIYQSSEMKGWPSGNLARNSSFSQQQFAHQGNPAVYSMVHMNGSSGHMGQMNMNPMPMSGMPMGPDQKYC
TWEAK Fn14 block: blocks TWEAK-Fn14 interaction in a reporter cell assay; TWEAK-stimulated Fn14 reporter cells, luciferase luminescence, 8 h; inhibition, % at 10 µM; actives 2% (n = 360,000); AID 1159606; in the data active means inhibition above about 50%
NR2F2 inh: inhibitors of human COUP-TFII (NR2F2); HEK293T NGFI-A luciferase reporter, luminescence; P24468; actives 0.7% (n = 370,000); AID 686940; inhibition, % at 8.6 µM;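 active means inhibition above a per-plate cutoff, mean inhibition of test wells between control levels plus 3 SD, cut at about 38% in these data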;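 further: cells cotransfected with COUP-TFII expression vector driving the NGFI-A reporter; 0% = median of COUP-TF2 test wells and 100% = reporter-only cells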
TRAIL sens C8: caspase-8 TRAIL sensitization | NB7+C8 cells + TRAIL, ATPlite viability luminescence | inhibition (viability loss, TRAIL sensitization), % at 10 µM | actives 1% (n = 360,000) | AID 624354;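 active means compounds causing at least 50% loss of cell viability in the single-dose screen, relative to plate controls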
LRH-1 inv ag: suppresses constitutive activity of human LRH-1; O00482; HEK293T StAR-luciferase reporter, LRH-1 transfected, 24 h; inhibition, % at 3.6 µM; actives 0.13% (n = 360,000);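 active means inhibition above the mean inhibition of all tested compounds plus 3 SD, cut at about 73% in these data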;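 further: 0% = DMSO wells and 100% = reporter-only cells lacking LRH-1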
* = called active by the depositor; . = not tested or not shown. An excerpt; count on the stated rates, not on these rows.

compound | EBV LMP1 NFkB | CF NFkB inh | Shn3 inh set2 | KKLEB cytotox | TROY signal inh | NCOA1 inh | NCOA3 inh | TWEAK Fn14 block | NR2F2 inh | TRAIL sens C8 | LRH-1 inv ag
COc1ccc(CC(=O)Nc2ccccc2NC(=O)c2ccco2)cc1OC | -1.0 | 9.6 | 8.3 | -2.1 | 20.9 | 22.2 | 19.7 | -18.6 | 0.0 | -4.2 | 13.0
CCn1c(-c2ccc(N)cc2)nc2ccccc21 | -6.9 | 18.8 | -29.4 | -10.5 | -6.2 | -18.0 | -49.1 | -20.8 | -28.3 | 9.5 | -29.7
COc1ccccc1NC(=O)CCCN1C(=O)C(c2ccccc2)Oc2cccnc21 (stereo unspecified) | -2.7 | 36.3 | 15.1 | -28.4 | 5.5 | 4.0 | 8.1 | -2.1 | 7.2 | -17.6 | -26.9
Cc1ccc(S(=O)(=O)NN2C(=O)c3ccccc3NC2c2ccccc2O)cc1 (stereo unspecified) | -7.1 | -4.2 | 8.1 | 4.4 | 4.5 | -18.3 | -3.8 | 3.0 | -3.2 | 28.1 | 3.1
Cc1cc(C(=O)NN)n[nH]1 | 11.2 | 2.1 | 7.7 | -10.5 | -6.3 | -32.5 | -25.0 | 19.6 | -5.6 | -12.0 | -13.4
CC(Sc1nc(N)cc(=O)[nH]1)C(=O)Nc1cccc(Cl)c1 (stereo unspecified) | -9.1 | -4.0 | -12.5 | -0.3 | -2.8 | -7.5 | 14.7 | 0.4 | -6.8 | 1.8 | 10.7
COc1ccc(C(C#N)N2CCC(c3ccccc3)=N2)cc1 (stereo unspecified) | -6.9 | -14.7 | -5.4 | 7.9 | -68.3 | -72.6 | -56.6 | -21.4 | -26.2 | -1.0 | -21.7
Cc1cc(C)nc(NCC(O)COc2ccccc2C)n1 (stereo unspecified) | -2.5 | 9.4 | -5.8 | 0.0 | 3.5 | 5.7 | -19.3 | -8.6 | 3.1 | -15.8 | 7.5
COC(=O)c1ccc(S(=O)(=O)c2ccccc2)c(N)c1 | -4.5 | -18.6 | 16.6 | 7.6 | 4.1 | -12.9 | 22.3 | -1.4 | -3.6 | -10.4 | 1.8
COc1ccc(Cc2noc(CN(C)CC(O)c3ccccc3)n2)cc1OC (stereo unspecified) | -2.8 | 4.4 | 16.5 | -0.6 | -1.4 | 5.2 | 2.3 | 3.6 | -3.1 | -5.8 | -1.0
Cc1cc(C(=O)OCC(=O)N2c3ccccc3CC2C)c(C)o1 (stereo unspecified) | -6.3 | -9.0 | -62.7 | 7.1 | . | -5.7 | -10.5 | 16.2 | -10.1 | 11.7 | -4.2
O=C(CN1C(=O)/C(=C/c2ccco2)SC1=S)Nc1ccc(C(=O)O)c(O)c1 | 6.9 | 19.0 | 3.0 | 1.4 | 12.6 | 6.8 | -9.4 | 29.8 | 7.9 | 14.0 | -27.6
O=[N+]([O-])c1ccc(Sc2nccn2Cc2ccccc2)cc1 | -10.9 | 19.0 | 7.9 | -17.0 | -7.6 | -22.6 | 0.4 | -7.6 | 5.2 | -19.0 | 9.1
S=c1[nH]nc(-c2ccco2)n1/N=C/c1ccccc1Cl | 7.3 | 1.8 | -31.0 | 6.0 | 15.8 | -6.3 | 2.1 | -0.2 | 3.3 | -1.3 | -6.2
CC(C(=O)Nc1cc(C(F)(F)F)ccc1N1CCOCC1)N1C(=O)C2CCCCC2C1=O (stereo unspecified) | -2.4 | 6.9 | 9.5 | 3.2 | -4.8 | -5.7 | 6.5 | 1.1 | 8.7 | 21.6 | -5.6
Cc1ccc(C(C(=O)NC2CCCC2)N(Cc2ccccc2)C(=O)c2csnn2)o1 (stereo unspecified) | -6.1 | -6.2 | 5.1 | 0.7 | -1.2 | -2.5 | -13.8 | 5.7 | 24.0 | -16.2 | 10.0
COC(=O)c1ccc(CNC(=O)c2cc(S(=O)(=O)NCc3ccccc3)ccc2C)cc1 | 9.1 | -4.0 | 15.9 | -1.0 | -0.6 | 8.1 | 7.6 | 0.5 | 14.4 | -1.2 | 34.5
Cc1ccc(C(C)C)c(OCc2nnc(SCC(=O)Nc3ncc(C)s3)n2C)c1 | -7.0 | 21.3 | 11.4 | -12.5 | 17.1 | -6.0 | -1.1 | 5.5 | -2.5 | 17.6 | 5.2
COc1cccc(-n2c(C)nn(C)c2=O)c1 | 5.1 | 1.7 | -2.7 | 7.7 | -6.0 | 0.2 | 0.1 | -11.4 | . | -8.7 | -1.7
COc1ccc(/C=N\NC(=O)CC(=O)Nc2cccc(Cl)c2)cc1OC | -1.6 | 7.2 | -9.1 | -0.5 | 1.2 | -1.9 | 3.9 | 0.0 | -2.2 | -8.9 | 14.3
CCCN1CCN(C(=O)CS(=O)(=O)Cc2nc(-c3cccc(OC)c3)oc2C)CC1 | -0.6 | 20.3 | -3.9 | 3.0 | -11.7 | -10.0 | 1.0 | 34.3 | 5.2 | -0.7 | 8.5
CCC(=O)c1ccc(OC)c(OC)c1O | 3.5 | -5.7 | -3.8 | -12.9 | 0.6 | -69.1 | 3.6 | 2.2 | -1.5 | -5.2 | -1.1
CC1CCCC(NC(=O)CSc2cccc[n+]2[O-])C1C (stereo unspecified) | -3.8 | -7.1 | -15.9 | 6.2 | 3.1 | -16.1 | -2.9 | 11.9 | 6.2 | 1.9 | 8.0
COCCNC(=O)c1cc2c(=O)n(C)c3ccccc3c2n1C | -2.4 | -49.9 | -8.4 | -2.8 | -9.7 | 5.3 | 8.9 | 0.2 | -5.7 | -29.3 | -15.2
COc1ccc(S(=O)(=O)N2CCSC2C)cc1C (stereo unspecified) | 8.6 | -10.6 | 6.3 | -12.5 | -9.5 | 2.5 | -2.8 | -15.3 | 1.4 | 1.8 | 9.7
Cc1cccc(NC(=O)N2CCCCCC2)c1 | -7.4 | -10.2 | -68.2 | 12.0 | -48.3 | -27.0 | -33.8 | -15.6 | 0.3 | 2.0 | -24.2
O=C(CCCc1ccccc1)Nc1ccccn1 | -16.4 | -21.9 | -50.0 | 15.1 | -55.3 | -42.2 | -19.8 | -15.2 | -12.0 | 3.1 | -40.0
O=C(NCCN1CCOCC1)C(=O)NCC1OCCCN1S(=O)(=O)c1ccc(F)cc1 (stereo unspecified) | -0.1 | -17.3 | 6.2 | 8.0 | 13.8 | -17.6 | 19.3 | -2.9 | 21.4 | 12.9 | 5.9
Cc1[nH]c2ccccc2c1/C=N/Nc1nc(Nc2ccccc2)nc(N2CCOCC2)n1 | 12.2 | 19.4 | 21.6 | -31.8 | -19.8 | -9.4 | -7.5 | 30.1 | -45.6 | 29.1 | -21.3
CCc1ccc(-c2nc(SCC(=O)N(CC)C3CCS(=O)(=O)C3)n[nH]2)cc1 (stereo unspecified) | -7.3 | -0.3 | -40.6 | -13.2 | -32.2 | -52.0 | -28.4 | -24.4 | -20.8 | 38.0 | -16.3
COc1ccc2oc(C(=O)OCC(=O)Nc3ccc(C)c(S(=O)(=O)N4CCOCC4)c3)c(C)c2c1 | -11.9 | 1.0 | -15.0 | -5.8 | -18.1 | -9.4 | -26.5 | -11.7 | -13.0 | -7.7 | -36.7
O=C(NCc1nc2ccccc2[nH]1)C1=C[C@@H](c2ccc(Br)cc2)C[C@@H](OCCCCO)O1 | 4.5 | -8.8 | 11.1 | 3.2 | 10.6 | 1.6 | 10.7 | 25.9 | 5.9 | -20.9 | 14.3
CCCCC(=O)N/N=C/c1ccc(-c2ccc([N+](=O)[O-])cc2)o1 | -10.9 | -35.9 | -2.6 | 5.3 | -12.6 | -16.6 | -7.7 | -9.2 | -7.5 | -12.8 | 14.1
O=C(CNC(=O)c1cccs1)Nc1ccc(N2CCOCC2)cc1 | -6.4 | 12.4 | -12.4 | 6.4 | -22.2 | -12.1 | -7.6 | -21.0 | -20.4 | 19.0 | -19.9
CC1(C(=O)Nc2ccc(F)cc2F)CCN1C(=O)Cc1ccccc1Cl (stereo unspecified) | . | 5.0 | -1.2 | 4.3 | -0.1 | -7.5 | -12.0 | -0.8 | 4.6 | -1.4 | -13.7
COC(=O)N1CCCCC1c1cc(C(=O)NCc2cccnc2)no1 (stereo unspecified) | . | 2.7 | -0.1 | 0.5 | -14.1 | -6.2 | -12.7 | -3.4 | 4.4 | -15.6 | 6.0
Cc1ccc(-c2nc(N)sc2-c2ccc(C)cc2)cc1 | 5.8 | 4.0 | -3.8 | -0.5 | 32.8 | -7.5 | 8.0 | 20.8 | 4.1 | -3.7 | 3.8
CC(C)N(C(=O)CN1C(=O)NC(c2ccccc2)(c2ccccc2)C1=O)C(C)C | 1.3 | -11.4 | 4.6 | -0.9 | -3.2 | 1.1 | 9.6 | 3.3 | -1.2 | -8.4 | -2.9
CC(C)N(CC#CCC(O)(c1ccccc1)C1CCCC1)CCO (stereo unspecified) | -22.0 | -5.5 | 0.1 | 1.1 | -7.9 | -13.9 | 2.4 | 5.2 | 8.1 | -4.1 | 15.8
CCn1nc(C(=O)OCC(=O)NC(C)C)c2ccccc2c1=O | -1.0 | 6.8 | 11.5 | -8.5 | -11.7 | -4.9 | -1.4 | 3.8 | -8.8 | 0.3 | 9.7
CCOc1ccccc1C(=O)N/N=C/c1cccc2cccnc12 | -1.1 | -5.2 | 15.8 | -6.2 | -12.7 | -8.3 | -2.2 | -11.3 | 11.8 | -7.6 | 19.7
O=C(Nc1ccc(Nc2ccccc2)cc1)c1ccc(Cl)c([N+](=O)[O-])c1 | 13.3 | -17.2 | 11.6 | 10.0 | 21.9 | -31.2 | -20.2 | -7.6 | 1.6 | -13.9 | -16.1
COC(=O)/C=C1/SC(=NC(=O)c2ccc(OC)cc2)NC1=O | -2.0 | 19.1 | -22.3 | -1.4 | -20.3 | -22.0 | 16.1 | 3.2 | 2.6 | 1.1 | -8.0
C[C@H]1[C@H](C)CC[C@]2(C(=O)O)CC[C@]3(C)C(=CC[C@@H]4[C@@]5(C)C[C@@H](O)[C@H](O)C(C)(C)[C@@H]5CC[C@]43C)[C@H]12 | -5.6 | 11.9 | 0.8 | -11.5 | 7.4 | 3.5 | -11.4 | -83.4 | . | 7.2 | 10.6
COc1ccc(S(=O)(=O)N(C)CC(=O)NCCCn2ccnc2)cc1Cl | -14.0 | 4.7 | -5.7 | 7.0 | 2.1 | -19.7 | 10.8 | -0.3 | 10.2 | 13.3 | 1.5

2 records drawn at random from the list so far, as already listed:
compound | EBV LMP1 NFkB | CF NFkB inh | Shn3 inh set2 | KKLEB cytotox | TROY signal inh | NCOA1 inh | NCOA3 inh | TWEAK Fn14 block | NR2F2 inh | TRAIL sens C8 | LRH-1 inv ag
CCC(=O)c1ccc(OC)c(OC)c1O | 3.5 | -5.7 | -3.8 | -12.9 | 0.6 | -69.1 | 3.6 | 2.2 | -1.5 | -5.2 | -1.1
Cc1cc(C)nc(NCC(O)COc2ccccc2C)n1 (stereo unspecified) | -2.5 | 9.4 | -5.8 | 0.0 | 3.5 | 5.7 | -19.3 | -8.6 | 3.1 | -15.8 | 7.5

High-throughput results as filed in PubChem BioAssay.
